Source: PubChem
Salmonella PhoP GFP = inhibitors of PhoP regulon expression, primary screen, Salmonella Typhimurium, GFP reporter (AID 1863) | S. Typhimurium PhoP-regulated promoter GFP reporter, 4 h; higher % means a stronger effect | inhibition, % at 50 µM, or IC50 in µM where a hit was titrated | 300,000 compounds, 0.16% hits;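 active = inhibition over 29.93%, a cutoff 3 SD above the screen mean, later confirmed by dose response; inconclusive = inhibition over 29.93% but no dose response follow-up; inactive = inhibition at most 29.93% or unconfirmed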;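 also: 0% = low Mg2+ inducing control and 100% = high Mg2+ repressing control; strong numbers were not always called active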
Myeloid diff MLP = induction of myeloid progenitor differentiation, primary screen, cell-based, flow cytometry, MLPCN library | ER-HoxA9 myeloid progenitors, lysozyme-GFP differentiation | calls only at 10 µM | 360,000 compounds, 1% hits | AID 624256, 2012;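 active = normalized GFP-positive differentiation at or above the plate's own cutoff, the solvent-only control mean plus 3 SD; inconclusive = no clear call, values can overlap the other calls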;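 also: cells exposed to compound for four days before flow analysis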
Siah-1 displacement = Siah-1 peptide-binding antagonists, primary screen, biochemical, fluorescence polarization, rhodamine-plectin, uHTS (AID 1817). one-dose displacement, % at 20 µM; IC50 in µM for titrated hits. Siah-1 / rhodamine-plectin peptide fluorescence polarization; higher % means a stronger effect. E3 ubiquitin-protein ligase SIAH1 (Homo sapiens). 290,000 compounds, 0.02% hits;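 active = displacement of at least 50% at 20 µM, with a fluorescence ratio check between 0.3 and a set limit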;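 also: plate controls were Siah plus tracer with DMSO for no effect and tracer alone without Siah for full effect; strong numbers were not always called active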
NOD1 NF-kB reporter = NOD1 signaling inhibitors, primary screen, cell-based, luminescence, uHTS (AID 1578). NOD1-driven NF-kB luciferase reporter cells, luminescence; higher % means a stronger effect. one-dose inhibition, % at 4 µM; EC50 in µM for titrated hits. 290,000 compounds, 1% hits; in the data active = inhibition mostly above about 36%, no sharp cut-off; inactive = mostly below about 34%;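 also: HEK-293T reporter cells stimulated with the NOD1 agonist gamma-tri-DAP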
HEK293 NOD2/NF-kB = NOD2 signaling inhibitors, cell-based, luminescence, uHTS, HEK293 (AID 1566). HEK293 NOD2/NF-kB luciferase reporter, luminescence; higher % means a stronger effect. one-dose inhibition, % at 4 µM; EC50 in µM for titrated hits. 290,000 compounds, 0.63% hits; also: many of its hits are not listed in these tables
LYP phosphatase = inhibitors of LYP phosphatase, biochemical, fluorescence intensity, uHTS (AID 1779); Tyrosine-protein phosphatase non-receptor type 22 (Homo sapiens); 290,000 compounds, 0.054% hits; inhibition, % at 11.5 µM, or IC50 in µM where a hit was titrated; recombinant LYP phosphatase, fluorescence intensity; higher % means a stronger effect;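 also: plate controls were vehicle with enzyme for no effect and no enzyme for full effect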
HIV fusion peptide = inhibitors of HIV fusion peptide binding, primary screen, biochemical, uHTS, fluorescence dequenching (AID 1986). cell-free peptide binding, fluorescence dequenching, 30 min; higher % means a stronger effect. inhibition, % at 20 µM; hits with a dose series show IC50 in µM. 290,000 compounds, 0.3% hits; in the data active = inhibition mostly above about 52%, no sharp cut-off; inactive = mostly below about 76%; also: some results filed as inactive read as strong as hits
KOR beta-arrestin-1 = KOR antagonists, beta-arrestin recruitment, cell-based, luminescence, uHTS (AID 1778); Kappa-type opioid receptor (Homo sapiens); KOR beta-arrestin recruitment, luminescence, antagonist mode; higher % means a stronger effect; one-dose inhibition, % at 10 µM; IC50 in µM for titrated hits; 290,000 compounds, 0.091% hits; also: strong numbers were not always called active
KOR beta-arrestin-2 = KOR agonists, beta-arrestin recruitment, primary screen, cell-based, luminescence, uHTS (AID 1777) | KOR beta-arrestin recruitment, luminescence; higher % means a stronger effect | activation, % at 10 µM, or EC50 in µM where a hit was titrated | 280,000 compounds, 0.02% hits; in the data active = activation above about 50%, passing the limit was not always enough; also: a part of the inactive calls stands beside numbers as strong as those of hits
Myeloid diff MLP GFP+ MAC1+ % = second read-out of Myeloid diff MLP, no call of its own (marks repeat the call); GFP+ MAC1+ double positive, %; measured here: differentiation confirmed by MAC1 staining
* = called active by the depositor; i = inactive; ? = inconclusive; . = no result given; + = active, no number; [ ] = another dose, or the depositor's remark. Rule as the data show it, unless noted: active = inhibition above about 50%; inactive = the rest. Only part of the results is shown (hit frequency here may not be typical).

SMILES	Salmonella PhoP GFP	Myeloid diff MLP	Myeloid diff MLP GFP+ MAC1+ %	Siah-1 displacement	NOD1 NF-kB reporter	HEK293 NOD2/NF-kB	LYP phosphatase	HIV fusion peptide	KOR beta-arrestin-1	KOR beta-arrestin-2
Cc1cc(C(=O)CSc2nnc(-c3ccc(OC(F)F)cc3)o2)c(C)n1Cc1cccs1	0%	i	0.5	13%	-31%	10%	-5%	-1.7%	-5%	7.4%
O=C(CSc1nnc(-c2ccc(F)cc2)o1)N1CCCCC1	10%	i	1.4	2%	-43%	-7%	-11%	0.2%	-8%	-4.9%
O=c1cc(Cn2ccnc2)c2cc3c(cc2o1)CCC3	-9%	i	2.0	-1%	-9%	12%	-5%	1.5%	5%	-3.0%
CCCN1C(=O)C(O)(CC(=O)c2ccc3c(c2)OCCO3)c2ccccc21 (stereo not given)	-3%	i	0.8	-2%	2%	-7%	3%	-0.4%	-4%	-6.2%
COc1ccc(-n2c(SC)nc3sc4c(c3c2=O)CCN(C)C4)cc1	.	i	1.6	-1%	3%	27%	-7%	0.9%	-2%	0.1%
CCc1ccc[n+](-c2[nH]c(=O)sc2/C=N/N=C(\[O-])CCn2c3ccccc3c3ccccc32)c1	3%	i	0.6	-3%	6%	1%	-2%	-1.7%	22%	1.2%
CCOc1ccc(NC(=S)N2CCC(c3nc4ccccc4[nH]3)CC2)cc1	-8%	i	0.7	-1%	-26%	10%	-4%	-0.8%	11%	1.7%
Cc1ccnc(NCc2ccc(Br)cc2)c1	10%	i	0.2	10%	-13%	-23%	-8%	-1.3%	8%	-9.2%
Nc1cc(=O)[nH]c(SCC(=O)Nc2cccc([N+](=O)[O-])c2)n1	7%	+	0.5*	2%	-16%	0%	-3%	0.0%	6%	-2.1%
CCOC(=O)C(C)Sc1nc(-c2cccs2)ccc1C#N (stereo not given)	17%	i	1.7	1%	-14%	2%	-12%	2.2%	-38%	-4.9%
Cc1cc(C)cc(N2C(=O)CC(Cn3nc(C)cc3C)C2=O)c1 (stereo not given)	2%	i	0.7	-7%	4%	5%	-9%	-1.1%	-15%	-0.3%
O=C(Nc1cccc2ncccc12)c1ccccc1F	19%	i	0.3	-1%	5%	2%	-5%	-0.2%	33%[20 µM]	1.7%
Fc1ccc(Nc2ccnc(C(F)(F)F)c2)cc1	-4%	i	0.2	2%	-6%	6%	-5%	-0.7%	-4%	-4.3%
CCOC(=O)C(NC(C)=O)(Nc1ccc(S(=O)(=O)Nc2ncccn2)cc1)C(F)(F)F (stereo not given)	-11%	i	0.2	8%	-33%	18%	-2%	-1.6%	-23%	-0.3%
CCc1ccc(CN(C)C(=O)c2cc(COc3c(F)cccc3F)on2)cc1	1%	i	0.5	0%	-37%	12%	0%	-1.0%	-37%[20 µM]	-8.5%
COc1ccc(C(=O)Nc2ccc(C(=O)N3CCCCC3C)cc2)c(OC)c1OC (stereo not given)	-1%	i	4.6	-3%	5%	20%	-13%	0.0%	5%	-2.2%
COC(=O)/C(=C/c1c[nH]c2ccccc12)[N+](=O)[O-]	17%	i	13	-3%	1%	4%	-3%	1.4%	-20%	7.1%
COc1ccc(/C=N/NC(=O)c2cccnc2)cc1COc1ccc(NC(C)=O)cc1	-5%	i	0.5	1%	6%	8%	-4%	-1.7%	-11%	3.1%
CC(=O)NS(=O)(=O)c1ccc(NC(=O)c2oc3c(Cl)cccc3c2C)cc1	-8%	.	.	14%	-7%	9%	-4%	1.7%	-6%	-0.4%
Cc1cc(C)nc(-n2ncc3c2CCCC3=O)n1	4%	i	0.3	-2%	-13%	-5%	1%	1.2%	-22%[20 µM]	-2.2%

Just HEK293 NOD2/NF-kB and KOR beta-arrestin-2, for 6 of the compounds above:
Compound | HEK293 NOD2/NF-kB | KOR beta-arrestin-2
CCOC(=O)C(NC(C)=O)(Nc1ccc(S(=O)(=O)Nc2ncccn2)cc1)C(F)(F)F (stereo not given) | 18% | -0.3%
CCc1ccc(CN(C)C(=O)c2cc(COc3c(F)cccc3F)on2)cc1 | 12% | -8.5%
COc1ccc(C(=O)Nc2ccc(C(=O)N3CCCCC3C)cc2)c(OC)c1OC (stereo not given) | 20% | -2.2%
COC(=O)/C(=C/c1c[nH]c2ccccc12)[N+](=O)[O-] | 4% | 7.1%
COc1ccc(/C=N/NC(=O)c2cccnc2)cc1COc1ccc(NC(C)=O)cc1 | 8% | 3.1%
CC(=O)NS(=O)(=O)c1ccc(NC(=O)c2oc3c(Cl)cccc3c2C)cc1 | 9% | -0.4%

(continued)
SMILES	Salmonella PhoP GFP	Myeloid diff MLP	Myeloid diff MLP GFP+ MAC1+ %	Siah-1 displacement	NOD1 NF-kB reporter	HEK293 NOD2/NF-kB	LYP phosphatase	HIV fusion peptide	KOR beta-arrestin-1	KOR beta-arrestin-2
S=c1[nH]c2ccccc2n2cccc12	-4%	i	0.3	3%	-2%	0%	-1%	2.0%	0%	4.7%
CSCC(=O)Nc1ccc(F)c(Cl)c1	-10%	i	0.1	8%	-3%	4%	-7%	-0.4%	7%	-1.0%
O=C(Cc1coc2ccc3ccccc3c12)Nc1nccs1	-12%	i	0.6	1%	14%	-11%	-2%	0.1%	11%	-4.8%
CCN(CC)CC(=O)n1c2c(c3ccccc31)CCCC2	2%	i	0.7	-4%	17%	8%	-13%	-2.2%	42%	-4.3%
COc1ccccc1-c1nnc2sc(COc3ccccc3)nn12	4%	i	0.8	0%	7%	7%	0%	4.3%	-21%	-12%
CCc1ccc(N(CC(=O)Nc2sc3c(c2C(=O)OC)CCCC3)S(C)(=O)=O)cc1	-2%	i	0.8	2%	0%	12%	3%	-0.7%	2%	7.6%
Cc1cc(C)n(Cc2ccc(C(=O)NCc3ccco3)o2)n1	-7%	i	0.9	-4%	3%	3%	-4%	-1.1%	-66%	0.9%
CCc1ccc(NC(=O)c2ccc(NC3=NC4CS(=O)(=O)CC4S3)cc2)cc1 (stereo not given)	-9%	i	1.2	-5%	-14%	-6%	-5%	0.7%	-27%	-1.1%
CC1CCC(C(C)C)C(=O)/C1=C\c1ccc(NC(=O)CCC(=O)O)cc1 (stereo not given)	2%	i	0.0	3%	-9%	19%	-2%	7.0%	-13%	-2.8%
COc1ccc(CC(=O)OCc2cc3ccccc3[nH]c2=O)cc1	-5%	i	0.9	-4%	11%	-18%	1%	-2.9%	22%	18%

Filtered by structure, those above containing a Cl atom (two)
SMILES	Salmonella PhoP GFP	Myeloid diff MLP	Myeloid diff MLP GFP+ MAC1+ %	Siah-1 displacement	NOD1 NF-kB reporter	HEK293 NOD2/NF-kB	LYP phosphatase	HIV fusion peptide	KOR beta-arrestin-1	KOR beta-arrestin-2
CC(=O)NS(=O)(=O)c1ccc(NC(=O)c2oc3c(Cl)cccc3c2C)cc1	-8%	.	.	14%	-7%	9%	-4%	1.7%	-6%	-0.4%
CSCC(=O)Nc1ccc(F)c(Cl)c1	-10%	i	0.1	8%	-3%	4%	-7%	-0.4%	7%	-1.0%

(more compounds)
SMILES	Salmonella PhoP GFP	Myeloid diff MLP	Myeloid diff MLP GFP+ MAC1+ %	Siah-1 displacement	NOD1 NF-kB reporter	HEK293 NOD2/NF-kB	LYP phosphatase	HIV fusion peptide	KOR beta-arrestin-1	KOR beta-arrestin-2
O=C(NN1C(=O)c2ccccc2NC1c1ccco1)c1ccc([N+](=O)[O-])cc1 (stereo not given)	5%	i	0.5	6%	-31%	12%	-1%	-1.3%	20%	-0.1%
CCOC(=O)c1ccc(N2C(=O)CC(C(=O)OC)=C2C)cc1	0%	i	1.0	2%	-1%	-4%	2%	1.4%	18%	-1.2%
O=C(CNS(=O)(=O)c1ccc(C(=O)N2CCOCC2)cc1)N1CCOCC1	3%	i	0.2	-6%	12%	-3%	-4%	-3.2%	36%	2.8%
O=C(CN1C(=O)S/C(=C\c2ccc(O)cc2)C1=O)c1ccccc1	-3%	i	1.0	2%	-22%	9%	4%	-1.8%	1%	-1.7%
CN(CCC1CCCCO1)C(=O)c1cc(COc2ccc(F)cc2F)on1 (stereo not given)	-4%	?	.	2%	-21%	10%	-4%	-0.2%	-11%	1.2%
c1ccc(SCc2nc(-c3cccnc3)no2)cc1	18%	i	0.7	-4%	-35%	-94%	-10%	-0.2%	-7%	1.4%
Cc1c(C)c2c(OCC(=O)NCC(=O)NCC(=O)O)cc3c(c2oc1=O)CCC(C)(C)O3	-4%	i	0.3	6%	-12%	-10%	-17%	0.9%	-4%	1.5%
CC(=O)N1CCC(C(=O)NCCOc2cccc(C)c2)CC1	6%	?	.	12%	-29%	1%	-9%	-0.1%	-3%	1.9%
CCOC(=O)C(NC(=O)c1ccc(Cl)cc1Cl)(Nc1ccc(C)cc1)C(F)(F)F (stereo not given)	1%	i	1.3	-1%	3%	-3%	4%	-1.1%	-27%	0.0%
C=CCNC(=O)c1ccc(CSc2nc3ccccc3s2)cc1	-5%	i	1.0	7%	-25%	7%	-2%	3.6%	26%	-2.5%
COc1ccc(NC(=O)c2ccc(C)cc2)c(OC)c1	10%	i	1.1	0%	-28%	-45%	-4%	-0.8%	-17%	-0.3%
CCOc1cc(C2c3c(n[nH]c3C)C(=O)N2c2ccc(Br)cc2)ccc1O (stereo not given)	0%	i	0.8	-9%	73%	11%	3%	-1.7%	-29%	4.3%
COP(=O)(/C=C/c1ccccc1)C(O)c1ccc(F)cc1 (stereo not given)	2%	i	1.2	0%	-11%	-2%	-4%	2.6%	12%	-6.2%
COc1cccc(C(=O)Nc2ccc(N3CCCC3)cc2)c1	27%	i	0.6	-4%	-23%	5%	-5%	-3.4%	-43%	4.6%
COc1ccc(Cl)cc1S(=O)(=O)N1CCN(c2ccc(F)cc2)CC1	-9%	i	0.2	2%	-47%	1%	3%	0.8%	8%	-1.3%
COc1cc(NC(=O)c2ccc(NS(=O)(=O)c3c(C)noc3C)cc2)cc(OC)c1	-5%	i	0.0	2%	-20%	6%	-2%	-2.9%	17%	-3.1%
COc1ccc(NC(=O)C(OC(=O)c2cnccn2)c2ccccc2)cc1Cl (stereo not given)	8%	i	1.0	-6%	-15%	-10%	-4%	-0.5%	4%	0.4%
O=C(OCc1nnc(-c2ccccc2)o1)c1cc(F)c(F)cc1Cl	-3%	i	0.4	4%	-37%	-2%	-4%	1.2%	-24%	2.6%
O=C(Nc1nc2c(Cl)ccc(Cl)c2s1)C1CC1	.	i	2.6	5%	-10%	24%	-10%	0.9%	-26%[20 µM]	0.0%
Cc1ccc(SCC(=O)NC(=O)Nc2ccc3c(c2)OCCO3)cc1C	2%	i	1.0	7%	-18%	6%	-4%	0.9%	-26%	4.0%
Cn1ccnc1SCC(=O)Nc1ccc(Oc2ccccc2)cc1	-8%	i	1.2	-2%	-26%	-17%	-7%	-0.2%	11%	1.9%
CCOC(=O)C1=C(C)NC(C)=C(C(=O)OCC)C1c1ccc(O)cc1	9%	i	0.7	-3%	-16%	-4%	-2%	4.9%	1%	-3.8%
